SR-BI uptake up – SR-BI HDL lipid transfer activation | CHO ldlA[mSR-BI] cells, DiI-HDL uptake fluorescence, 3 h; 100 = double the neutral-control signal | activation, % at 12.5 µM | 320,000 tested, 0.096% active;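 active = mean replicate activation of at least 60% and every replicate at or above 60%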;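 note: 0% = median plate neutral-control signal and 100% = twice that signal; values of inactives mirror those of a sister screen read the other way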
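Test system: SR-BI-overexpressing, LDLR-lacking CHO cells; Medium: Ham's F12 with 0.5% BSA, HEPES 25 mM, pH 7.4; Schedule: 3 h, 37 °C; Technique: bottom-read fluorescence, 550/595 nm.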
PKA-R2B activ – activates the human PKA-R2B holoenzyme complex | P22694+P31323 | PKA-R2B holoenzyme dissociation, Cy5-IP20 fluorescence polarization; R2B truncated from residue 108, S112A mutant; 0% DMSO only, 100% 113 µM cGMP | activation, % at 11.4 µM | 340,000 tested, 0.079% active;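 active = activation above a cutoff set at the mean over all compounds plus 3 SD, cut at about 18% in these data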;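 note: higher means more holoenzyme dissociation and a rise in polarization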
PvdQ inh – blocks Pseudomonas aeruginosa PvdQ acylase activity | purified PvdQ acylase, fluorescence plate reader | inhibition, % at 10 µM | 340,000 tested, 0.063% active | AID 488965; in the data active = inhibition above about 30%, passing the limit was not always enough;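 note: 0% = vehicle neutral wells and 100% = reference inhibitor wells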
NSD2 HMT inh – NSD2 (human) methyltransferase inhibition | AID 743445 | inhibition, % at 12.5 µM | 310,000 tested, 0.54% active | O96028 | NSD2 peptide methylation, AlphaScreen, 120 min; in the data active = inhibition above about 50%
Arr AP2 block – human beta-arrestin and AP2 interaction inhibition. FITC-arrestin peptide / GST-AP2 beads, flow cytometry; AP2 beta2 appendage carries R879A mutation. inhibition, % at 10 µM. 340,000 tested, 0.31% active. AID 504490;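 active = inhibition above a set limit, near 3 SD of compounds lacking own fluorescence, cut at about 54% in these data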;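 note: plate controls were DMSO wells for no effect and 5 µM unlabelled arrestin peptide for full effect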
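System: GST-AP2 R879A glutathione beads. Medium: PBS with 0.05% Tween 20 and 0.1% BSA. Also added: FITC-arrestin peptide, 50 nM. Incubation: 12 min plus 1 h, RT. Measured by: high-throughput flow cytometry of beads, ex 488, em 535 nm. Evaluation: percent drop in bead-associated FITC signal.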
Keap1 Nrf2 FP – inhibitors of human Keap1-Nrf2 protein-protein interaction. Q14145. Keap1 Kelch-Nrf2 peptide fluorescence polarization, 1536-well. inhibition, % at 9.4 µM. 340,000 tested, 0.15% active. AID 504523; in the data active = inhibition above about 12%;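 note: human Keap1 Kelch domain with fluorescein labeled Nrf2 9mer peptide probe; 0% = neutral control wells and 100% = peptide positive control; higher means more block of Keap1 binding to Nrf2 peptide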
DAGLB inhibitor – diacylglycerol lipase beta (human) inhibition. HEK293T DAGLB membrane lysate, EnzChek fluorogenic substrate. AID 504411. 340,000 tested, 0.059% active. inhibition, % at 5.17 µM; in the data active = inhibition above about 34%;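 note: 0% = enzyme with vehicle and 100% = wells lacking enzyme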
C-LANA FP – inhibitors of KSHV LANA C-terminal domain DNA binding; MBP-C-LANA/FAM-LBS DNA binding, fluorescence polarization; inhibition, % at 9 µM; 340,000 tested, 0.078% active; AID 504423;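 active = highest replicate inhibition at or above 60% at 9 µM, even if other replicates fall short; inactive = all replicates below 60% inhibition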;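 note: 0% = neutral control wells and 100% = 4 µM acridine orange control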
SR-BI HDL uptake – inhibitors of mouse SR-BI mediated HDL lipid uptake; inhibition, % at 12.5 µM; AID 488896; ldlA[mSR-BI] CHO cells, DiI-HDL uptake fluorescence, 3 h; 320,000 tested, 0.96% active; Q61009;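 active = mean replicate inhibition of at least 70% and a set share of replicates each scoring 70 or more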;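 note: 0% = median of neutral control wells and 100% = median of positive control wells; values of inactives mirror those of a sister screen read the other way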
Target sequence (Q61009 whole entry, looked up): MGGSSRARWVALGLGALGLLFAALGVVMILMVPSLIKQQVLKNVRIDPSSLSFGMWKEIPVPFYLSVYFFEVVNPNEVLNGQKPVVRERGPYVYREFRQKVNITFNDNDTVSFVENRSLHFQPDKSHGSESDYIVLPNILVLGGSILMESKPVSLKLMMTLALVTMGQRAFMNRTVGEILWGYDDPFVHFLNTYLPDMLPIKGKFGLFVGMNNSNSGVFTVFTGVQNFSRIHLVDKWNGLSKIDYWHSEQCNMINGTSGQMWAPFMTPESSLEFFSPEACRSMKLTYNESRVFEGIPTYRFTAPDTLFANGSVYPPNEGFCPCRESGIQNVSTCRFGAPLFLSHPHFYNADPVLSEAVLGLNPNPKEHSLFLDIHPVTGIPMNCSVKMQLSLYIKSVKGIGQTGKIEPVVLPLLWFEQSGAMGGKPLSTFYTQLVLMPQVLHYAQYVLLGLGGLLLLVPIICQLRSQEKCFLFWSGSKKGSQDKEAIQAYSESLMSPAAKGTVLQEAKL
Cardiac RTF inh – cardiac RTF calcium desensitization; P19429+P45379; 340,000 tested, 0.12% active; inhibition, % at 7.15 µM; AID 493244; IANBD-labeled cardiac RTF, Ca2+ fluorescence;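 active = inhibition above the mean inhibition of all tested compounds plus 3 SD, cut at about 17% in these data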;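 note: assay run at fixed EC70 calcium of 1.6 mM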
Active calls of the source: *; / = no result given.

SMILES | SR-BI uptake up | PKA-R2B activ | PvdQ inh | NSD2 HMT inh | Arr AP2 block | Keap1 Nrf2 FP | DAGLB inhibitor | C-LANA FP | SR-BI HDL uptake | Cardiac RTF inh
O=c1[nH]c(=O)n(Cc2ccc(F)cc2)c(O)c1C=NCCCO | -13 | -3 | -2 | 1 | 21 | -6 | 0 | 0.0 | 13 | 0
Oc1c(Br)cc(Br)cc1Br | -1 | -1 | -10 | / | 14 | -4 | 10 | -0.1 | 1 | -4
O=C(c1cc2nc(-c3ccccc3)cc(-c3ccccc3)n2n1)N1CCC2(CC1)OCCO2 | -46 | -9 | -5 | -10 | -8 | 4 | -3 | 1.1 | 46 | -1
COc1cc2c(cc1OC)C13CCN4CC5=CCOC6CC(=O)N2C1C6C5CC43 (stereo unspecified) (tested in a mixture with another compound) | 3 | -11 | 5 | / | 25 | 2 | -1 | 0.1 | -3 | 5
Nc1ncc(P(=S)(N2CCOCC2)N2CCOCC2)s1 | 3 | 10 | -8 | 0 | 6 | -2 | -1 | -0.1 | -3 | -1
COC(=O)C1=C(c2ccc(OC)c(OC)c2)C[C@@H]2CC[C@H]1N2C(=O)NC(C)C | 14 | -13 | 4 | / | -1 | -1 | 3 | 2.1 | -14 | -2
CN1CCN(S(=O)(=O)c2ccc(Cl)nc2)CC1 | 26 | 5 | -14 | 13 | 1 | 0 | 3 | -1.5 | -26 | 6
COC(=O)C1=C(c2cccc(C#N)c2)C[C@@H]2CC[C@H]1N2C(=O)NCCOc1ccccc1 | -3 | 0 | -5 | / | 6 | -1 | -1 | 1.0 | 3 | -3
CC1CCN(CC(=O)c2cccc(C(F)(F)F)c2)CC1 | 5 | -9 | -19 | 3 | 3 | -5 | 0 | -0.6 | -5 | 5
C[C@]12CCC3C(CC[C@H]4C[C@@H](O)CC[C@]34C)C1[C@H]1CN=N[C@H]1[C@@H]2O (stereo partly specified) | 13 | -6 | -5 | -1 | 28 | -5 | 3 | 1.8 | -13 | 2
O=c1[nH]c(=O)n(CCC2=CCCCC2)c(O)c1C=Nc1cccc(F)c1 | 10 | -1 | -14 | 7 | 5 | -5 | 3 | 0.1 | -10 | 3
Nc1nnc(CCN2CCCCC2)s1 | 26 | -2 | -14 | 1 | 2 | -1 | -1 | 1.1 | -26 | -6
Cc1cc(N2CCOCC2)ccc1/C=C1\C(=O)NC(=O)N(c2ccccc2)C1=O | 5 | 3 | -7 | 9 | 10 | -4 | -1 | 1.3 | -5 | -11
O=C(O)C1(Br)CC12c1ccccc1-c1ccccc12 (stereo unspecified) | -1 | -2 | -17 | 1 | 8 | 6 | 0 | 2.9 | 1 | -5
COC(=O)C1=C(c2c(C)noc2C)C[C@@H]2CC[C@H]1N2C(=O)N1CCc2cc(OC)c(OC)cc2C1 | -6 | -1 | -9 | / | -15 | -2 | -2 | 0.5 | 6 | -4
CCNC(=O)NC(=O)C(C)OC(=O)c1c(C)nn(Cc2ccccc2)c1Cl (stereo unspecified) | -20 | -6 | -11 | -2 | -7 | 3 | 1 | -0.2 | 20 | 2
O=C1C2CCCN2C(c2cccnc2)N1c1cccc(Cl)c1 (stereo unspecified) | -1 | -3 | -12 | / | 4 | -2 | 1 | 0.1 | 1 | -13
CCCCn1c(O)c(C(CC)=NCc2cc(OC)cc(OC)c2)c(=O)[nH]c1=O | -33 | -7 | -2 | -4 | -5 | -2 | 5 | -0.4 | 33 | -8
Cc1ccc2c(c1)C1CN(C)CCC1N2C(=O)c1ccc(Br)o1 (stereo unspecified) | 1 | 6 | -6 | 5 | 5 | -5 | -1 | -0.3 | -1 | -18
CN1C[C@@H]2C[C@@H](c3cccn3-c3ccccn3)N3CCC[C@@]23C1=O | 14 | 2 | 16 | -3 | -38 | 1 | -2 | 6.8 | -14 | -6
Cn1c(O)c(/C=C/C=Nc2ccccc2)c(=O)n(C)c1=S | -13 | 2 | -5 | 55* | -16 | -19 | -132 | -4.8 | 13 | -39
COC(=O)C1=C(c2cccc(OCc3ccccc3)c2)C[C@@H]2CC[C@H]1N2C(=O)NCc1ccccc1 | -8 | -9 | -7 | / | 1 | 0 | -5 | 0.1 | 8 | 4
CN1C(=O)N(C)C(=O)C2(Cc3cc([N+](=O)[O-])ccc3N3CCN(C(=O)c4ccccc4)CC32)C1=O (stereo unspecified) | -2 | -4 | -5 | 3 | 13 | 0 | 0 | -0.1 | 2 | 0
C[C@]12CC[C@@H](O)CC1=CCC1C2CC[C@@]2(C)C1CC[C@@H]2N (stereo partly specified) | 31 | -4 | 0 | 1 | 3 | -6 | 0 | -3.1 | -31 | -2

Structures from the list above with four or more nitrogen atoms, in the order listed:
SMILES | SR-BI uptake up | PKA-R2B activ | PvdQ inh | NSD2 HMT inh | Arr AP2 block | Keap1 Nrf2 FP | DAGLB inhibitor | C-LANA FP | SR-BI HDL uptake | Cardiac RTF inh
O=C(c1cc2nc(-c3ccccc3)cc(-c3ccccc3)n2n1)N1CCC2(CC1)OCCO2 | -46 | -9 | -5 | -10 | -8 | 4 | -3 | 1.1 | 46 | -1
Nc1ncc(P(=S)(N2CCOCC2)N2CCOCC2)s1 | 3 | 10 | -8 | 0 | 6 | -2 | -1 | -0.1 | -3 | -1
Nc1nnc(CCN2CCCCC2)s1 | 26 | -2 | -14 | 1 | 2 | -1 | -1 | 1.1 | -26 | -6
CCNC(=O)NC(=O)C(C)OC(=O)c1c(C)nn(Cc2ccccc2)c1Cl (stereo unspecified) | -20 | -6 | -11 | -2 | -7 | 3 | 1 | -0.2 | 20 | 2
CN1C[C@@H]2C[C@@H](c3cccn3-c3ccccn3)N3CCC[C@@]23C1=O | 14 | 2 | 16 | -3 | -38 | 1 | -2 | 6.8 | -14 | -6
CN1C(=O)N(C)C(=O)C2(Cc3cc([N+](=O)[O-])ccc3N3CCN(C(=O)c4ccccc4)CC32)C1=O (stereo unspecified) | -2 | -4 | -5 | 3 | 13 | 0 | 0 | -0.1 | 2 | 0

Screening data (PubChem)

These rows are one share of the data (hit frequency here may not be typical).
